# Source: PubChem BioAssay (several laboratories)
# m-calpain inh – blocks pig calpain II enzyme activity; purified calpain II, fluorogenic peptide substrate, 30 min; inhibition, % at 16 µM; actives 0.37% (n = 220,000); AID 1236;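 active = inhibition above about 50%, limit read from the data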
# Rad51 HR inh – Rad51 (human) homologous recombination inhibition; Q06609; hRad51 DNA strand exchange, fluorescence dequenching; inhibition, % at 10 µM; actives 0.085% (n = 200,000);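 active = inhibition above 40% at the single screening dose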;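 also: 0% = DMSO control wells and 100% = blanks with heterologous ssDNA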
#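 Test system: preformed human Rad51 ssDNA filaments; also added: Donor/quencher-labelled 47-bp dsDNA substrate; doses: 10 µM final, single point; times: 37 °C 15-min filament assembly, 30-min compound preincubation, 15-min exchange; detection: FRET fluorescence dequenching, excitation 485 nm, emission 520 nm; read-out basis: Fluorescence-based percent inhibition, control- and blank-normalised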
# KLK5 inh – inhibitors of human kallikrein 5; actives 0.59% (n = 210,000); inhibition, % at 5 µM; AID 873; Q9Y337; recombinant hK5, fluorogenic AMC substrate cleavage;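 active = inhibition of 40% or more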;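 also: 0% = enzyme controls without compound and 100% = no-enzyme blanks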
# Target sequence (Q9Y337 67-293 limits assumed): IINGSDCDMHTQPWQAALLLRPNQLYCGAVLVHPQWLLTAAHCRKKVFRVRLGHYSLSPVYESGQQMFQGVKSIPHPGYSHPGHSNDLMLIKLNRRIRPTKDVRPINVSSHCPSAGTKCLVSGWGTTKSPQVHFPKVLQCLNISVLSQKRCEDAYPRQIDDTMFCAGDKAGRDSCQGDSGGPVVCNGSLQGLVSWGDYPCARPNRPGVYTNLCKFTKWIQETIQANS
# thrombin 1536 – blocks human thrombin protease activity. P00734. alpha-thrombin, Boc-VPR-AMC fluorogenic substrate cleavage. inhibition, % at 5 µM. actives 0.26% (n = 220,000). AID 1046;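 active = inhibition at or above 40%; inactive = inhibition below 40%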;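 also: 0% = enzyme with no compound and 100% = wells without enzyme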
#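 System – human alpha-thrombin protein · Reagent – Boc-VPR-AMC substrate, 15 µM final · Compound – 5 µM single dose in 0.2% DMSO · Schedule – reaction at room temperature · Technique – AMC fluorescence at 355 nm excitation and 460 nm emission · Read-out basis – % inhibition relative to enzyme controls and enzyme-free blanks · Control set – no-compound enzyme wells and no-enzyme blanks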
# Furin inhibitor – inhibitors of human furin; P09958; purified furin, fluorogenic substrate cleavage; inhibition, % at 30 µM; actives 0.061% (n = 220,000); AID 463115; in the data active = inhibition above about 25%; also: inactives centre near -15
# Target sequence (P09958 108-714 limits assumed): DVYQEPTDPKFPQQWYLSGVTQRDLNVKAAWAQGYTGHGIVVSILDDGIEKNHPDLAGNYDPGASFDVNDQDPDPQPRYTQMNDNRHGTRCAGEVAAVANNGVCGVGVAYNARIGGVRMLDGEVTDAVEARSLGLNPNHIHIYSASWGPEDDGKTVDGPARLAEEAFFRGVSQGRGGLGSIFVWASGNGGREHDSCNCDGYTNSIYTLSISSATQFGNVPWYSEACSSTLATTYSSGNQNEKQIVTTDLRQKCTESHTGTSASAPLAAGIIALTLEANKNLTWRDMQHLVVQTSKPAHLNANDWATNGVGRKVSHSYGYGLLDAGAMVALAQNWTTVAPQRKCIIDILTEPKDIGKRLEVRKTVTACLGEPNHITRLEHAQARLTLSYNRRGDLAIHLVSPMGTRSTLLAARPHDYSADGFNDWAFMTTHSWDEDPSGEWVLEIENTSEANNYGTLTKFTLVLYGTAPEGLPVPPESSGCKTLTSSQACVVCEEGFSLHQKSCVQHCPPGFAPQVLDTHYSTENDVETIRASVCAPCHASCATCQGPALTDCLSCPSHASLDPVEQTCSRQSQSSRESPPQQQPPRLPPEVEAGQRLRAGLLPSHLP
# FXIa inh 1536 – inhibitors of human coagulation factor XIa. P03951. purified FXIa, Boc-Glu-Ala-Arg-AMC fluorogenic substrate. inhibition, % at 5 µM. actives 0.14% (n = 220,000). AID 798;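 active = inhibition of at least 40%; inactive = inhibition below 40%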;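 also: fluorescence of freed AMC excited at 355 nm; 0% = enzyme without compound and 100% = no enzyme blank; many of its hits are not listed in these tables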
# PERK inhibitor – human PERK inhibition, primary cell-based screen. CHO PERK-DD fusion, SEAP luminescence translation reporter. Q9NZJ5. actives 0.17% (n = 220,000). inhibition, % at 5.6 µM. AID 1416;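 active = inhibition above the mean inhibition of all tested compounds plus 3 SD, set separately per screening campaign, cut at about 2.9% in these data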;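 also: PERK kinase domain activated by AP20187 dimerizer at 100 nM; 0% = DMSO with dimerizer and 100% = rapamycin at 8.4 µM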
# FXIIa inh 1536 – factor XIIa (human) inhibition | P00748 | purified FXIIa, Boc-QGR-AMC fluorogenic substrate, 2 h | inhibition, % at 5 µM | actives 0.3% (n = 220,000) | AID 800; in the data active = inhibition above about 40%;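 also: 0% = enzyme with no compound and 100% = blank without enzyme; many of its hits are not listed in these tables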
# Cl transport mod – modulates chloride dependent transport by human KCC2 | Q9H2X9 | KCC2 cells, thallium flux FluoZin-2 fluorescence | B-score of Tl+ flux slope (higher = more flux/activation; lower = inhibition) at 10 µM | actives 2.2% (n = 190,000) | AID 1456;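 active = thallium flux slope and its plate-corrected score both differing from the plate sample mean at a set confidence after two filtering rounds, in either direction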;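 also: slope of fluorescence scaled to starting intensity during 10 to 20 s after thallium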
# Starred values were filed as active, the others as inactive; i = inactive; . = not tested or not shown; & = joins results of further samples; [ ] = dose if it differs, or a comment.
SMILES,m-calpain inh,Rad51 HR inh,KLK5 inh,thrombin 1536,Furin inhibitor,FXIa inh 1536,PERK inhibitor,FXIIa inh 1536,Cl transport mod
CCC1(CC)Cc2ccccc2C(=O)N1,1,3,0,-2,-20,-2,1.6,3,-0.68
CCC(=O)NC(c1ccc([N+](=O)[O-])cc1)c1c(O)ccc2ccccc12 (stereo not drawn),-13,1,-35,-3,-17[20 µM],-8,-0.6,-20,.
CN(C(=O)c1cnccn1)c1nnc(-c2cnccn2)s1,-62,-7,-9,-2,-8,2,-0.2,9,.
CC(C)C[C@@H](CSc1ccc(Br)cc1)N1CCN(C)CCC1=O,14,9,3,-1,-29,0,.,5,0.56
CCOc1cc(C(=O)Nc2ccc(NC(C)=O)cc2)ccc1OCC(=O)N1CCCCC1,22,.,3,8,-4,11,-0.3,20,0.89
O=C1CCC(/C=C/c2ccccc2)=NN1Cc1ccc(F)cc1,11,0,11,-6,-12,-1,0.8,9,.
COc1ccccc1NC(=O)CCN1CCCCCC1,-28,1,-9,-2,-15,-5,-1.3,6,.
O=S(=O)(c1ccccc1F)N1CCN(CC(O)c2ccccc2)CC1 (stereo not drawn),2,10,-1,-8,-28,-4,1.0,5,0.86
C/C(=N\Nc1cc(N2CCOCC2)nc(C)n1)c1cccc([N+](=O)[O-])c1,-6,.,10,-6,-12,-3,0.5,8,.
COc1c2ccoc2c(OC)c2oc(=O)ccc12,-19,4,1,3,-24,0,.,4,0.037
O=C1C2=C(C(c3ccccc3)=NCCN2)C(c2cccc([N+](=O)[O-])c2)N1c1ccccc1 (stereo not drawn),-41,.,18,5,-12,3,0.9,14,.
CCOC(=O)c1cc2cc(C)ccc2[nH]1,-116,-7,3,-2,-5,2,-0.4,12,0.055
Cc1ccc([N+](=O)[O-])cc1N=C(c1cccc(Br)c1)N1CCOCC1,12,3,4,-2,-25[20 µM],1,0.0,9,-1.4
COc1ccc(NC(=O)Cn2nc([N+](=O)[O-])c(Cl)c2C)cc1OC,-16,-4,1,-4,-25,-1,0.2,3,0.75
CCOC(=O)c1csc(NC(=O)CSc2nnnn2CC)n1,0,9,3,4,-25,3,1.3,16,-0.54
COc1ccc(OC)c(NC(=O)CCN2CCCCC2)c1,-14,0,1,-11,-10[20 µM],3,-0.6,19,0.63
COc1ccc2oc(=O)c(C(=O)NCc3ccc4c(c3)OCO4)cc2c1,-17,5,-11,-6,-25[20 µM],-4,0.2,1,0.78
COc1ccc(CCN(Cc2cc3cc(C)ccc3[nH]c2=O)C(C)=O)cc1OC,-15,-12,3,-6,-14,0,0.1,14,-0.59
CC(C)(C)c1cc(OS(C)(=O)=O)ccc1O,-5,2,7,-2,-25,2,0.4,10,.
O=C(NCc1cccnc1)NC1CC(=O)N(c2ccc3c(c2)OCCO3)C1 (stereo not drawn),-12,3,-4,-10,-31,-1,0.8,-5,-0.063
C[n+]1ccccc1N1CCN(c2ccccc2Cl)CC1,-10,-2,-13,-8,-8,5,0.7,5,0.89
COc1ccc(OCC(=O)Nc2cc(C)c(Cl)cc2OC)c([N+](=O)[O-])c1,9,-1,1,-6,-13,1,0.9,8,-0.81
COc1ccc(/C=C/C(=O)N(C)c2ccccc2C(=O)O)cc1,-11,-14,-8,-6,-11,4,0.7,17,2.1
O=C(NCc1cccnc1)c1cccn2c(=O)c3sccc3nc12,i,-1,-47,3,-8[20 µM],-2,-1.3,14,.
O=C(c1ccc(Cl)cc1)c1ccccc1C(=O)N1CCOCC1,-3,-3,-5,-5,-11,8,-0.5,12,0.81
COc1ccc(CCNC(=O)CCCN2C(=O)c3ccccc3C2=O)cc1,-20,13,-22,2,-24,-5,1.1,-3,0.4
N=c1ccn(Cc2ccc(Cl)cc2Cl)cc1,-42,15,-4,6,-20[20 µM],3,0.3,11,0.72
COc1cc(NC(=O)Cn2ncc(Cl)c(Cl)c2=O)c(C)cc1[N+](=O)[O-],-79,.,0,-1,-16,0,-0.3,5,-5.1*
COc1ccccc1CNC(=O)CSc1ccc(C(=O)Nc2ccccc2OC)cc1[N+](=O)[O-],15,.,-21,-4,-12,2,-0.1,8,0.92
Cc1cc(NC(=O)c2c(Br)c(C)nn2C)no1,4,.,-8,1,-22,4,0.6,9,0.71
COc1cc(N/N=C/c2ccc(N(C)C)cc2)ncn1,-149,10,-3,-3,-5,-3,0.8,3,0.054
Cc1cccc(C)c1NC(=O)CSc1nnc(-c2cccnc2)o1,-19,-8,-2,14,-30,-5,0.8,4,0.61
C(=N/Nc1nc(-c2ccccc2)cc(-c2ccccc2)n1)/c1cccnc1,18,6,-1,-10,-5,-14,-1.0,-9,-1.6
COc1ccc(OC)c(C2C3=C(CC(C)(C)CC3=O)Nc3nnnn32)c1 (stereo not drawn),4,.,-26,-5,-24,8,0.3,10,0.88
O=C(Nc1ccccc1)N1CCCC2CCCCC21 (stereo not drawn),15,2,16,-2,-9,13,0.0,14,0.25
CCCC(=O)O[C@H]1C[C@@H](C)N(C(=O)c2ccccc2)c2ccc(C)cc21,0,3,-8,4,-2[20 µM],3,0.2,12,-0.11
O=C1CCCN1CCCNc1ncnc2c1cnn2-c1ccc(Cl)cc1,-16,-4,0,2,-19,1,0.1,15,-0.32
COC(=O)c1c(CSc2ccc(C)c(C)c2)noc1C(=O)NCc1ccc(OC)cc1,12,0,.,3,-9[20 µM],0,-0.9,0,0.2
Cc1ccc(-c2[nH]c3cc(C(=O)NCCCn4ccnc4)ccc3c(=O)c2O)cc1,-330,6,-24,-3,-26,-1,.,4,2.7
Oc1cccc(C=NCc2ccccc2)c1,-33,-2,-2,-3,-25[20 µM],-4,0.8,6,-0.68
CC(=O)c1cccc(NC(=O)C2CCN(S(=O)(=O)c3ccc(F)cc3)CC2)c1,27,3,-6,-7,-15,-1,-0.7,0,.
CCOc1cc(CNCCc2c[nH]c3ccccc23)cc(Cl)c1OCC(N)=O,-3,-9,-2,-6,-11,-3,-1.4,0,-0.31
CSc1nc(-c2ccccc2)nc(N2CCCC2)c1C(C)=O,33,-1,-3,0,-6[20 µM],-2,0.2,11,-0.91
Cc1cc(C(=O)N/N=C/c2cc(Br)cc(Br)c2OC(=O)c2ccccc2)n[nH]1,-34,7,2,-6,-16,7,1.0,10,0.19
COc1ccc(NC(=O)c2cccn(CC=C(C)C)c2=O)cc1,5,-8,-7,-1,10,1,-0.8,2,-1.4
CCOC(=O)N1CCC(NC(=O)c2cc(S(=O)(=O)N3CCCC3)cn2C)CC1,-59,-3,-5,5,-13,4,-1.1,16,.
COc1ccccc1OCCn1cc(/C=N/n2cnnc2)c2ccccc21,-25,9,-9,-4,-9,0,-0.7,9,-0.25
Cn1c(=O)c2c(ncn2CC(=O)Nc2nc3ccc(F)cc3s2)n(C)c1=O,19,7,-8,-5,-5[20 µM],-21,-0.1,5,-1.1

# Exported with two lines to a compound: four of the compounds above
# Values run as follows: m-calpain inh, Rad51 HR inh, KLK5 inh, thrombin 1536, Furin inhibitor, FXIa inh 1536, PERK inhibitor, FXIIa inh 1536, Cl transport mod
CCOc1cc(CNCCc2c[nH]c3ccccc23)cc(Cl)c1OCC(N)=O
 : -3, -9, -2, -6, -11, -3, -1.4, 0, -0.31
CSc1nc(-c2ccccc2)nc(N2CCCC2)c1C(C)=O
 : 33, -1, -3, 0, -6[20 µM], -2, 0.2, 11, -0.91
Cc1cc(C(=O)N/N=C/c2cc(Br)cc(Br)c2OC(=O)c2ccccc2)n[nH]1
 : -34, 7, 2, -6, -16, 7, 1.0, 10, 0.19
COc1ccc(NC(=O)c2cccn(CC=C(C)C)c2=O)cc1
 : 5, -8, -7, -1, 10, 1, -0.8, 2, -1.4

# (continued)
SMILES,m-calpain inh,Rad51 HR inh,KLK5 inh,thrombin 1536,Furin inhibitor,FXIa inh 1536,PERK inhibitor,FXIIa inh 1536,Cl transport mod
COc1ccc(OC)c(NC(=O)COC(=O)/C=C/c2ccccc2Cl)c1,1,2,-6,-13,-15,6,1.0,12,-1.8
CCCn1c(=O)[nH]c(=O)c2c1nc(-c1ccc(OC)c(Br)c1)n2CCOC,-59,-13,6,-8,-20,-1,0.6,8,1.4
Cc1ccn(-c2n[nH]c(C)c2[N+](=O)[O-])n1,12,4,-4,-4,-6,-1,-1.0,3,-0.89
N#Cc1ccc(OCC(=O)N/N=C/C2CC=CCC2)cc1 (stereo not drawn),-3,2,11,-6,-30,-2,-0.3,8,0.52
COc1ccc(CN2CCN(CC=C(C)C)C(CCO)C2)cc1Cn1cccn1 (stereo not drawn),-10,4,0,-10,-9,-1,0.9,8,0.47
CC(C)(C)n1nnnc1C(c1cccnc1)N1CCN(c2ccccc2)CC1 (stereo not drawn),-6,-3,0,-1,-15[20 µM],3,-0.1,12,0.36
COc1ccccc1Nc1ccc(C(=O)O)cc1[N+](=O)[O-],35,1,3,-3,-8,5,0.0,10,-0.61
Cc1ccc(-n2c(-c3ccncc3)nnc2-c2ccco2)cc1,-3,-1,-8,-6,-5,-8,0.8,5,0.0076
COc1cc(/C=N/NC(=O)CNc2n[nH]c(=O)[nH]c2=O)ccc1OCc1ccccc1,-23,11,-4,-8,-10,-3,-0.1,0,-0.19
Cc1cc(-c2ccccc2)oc(=O)c1NC(=O)c1ccccc1,16,1,-21,1,-24,-11,-0.1,-4,-0.87
CCOC(=O)c1ccc(NC(=O)N2CCN(Cc3ccccc3)CC2)cc1,13,-15,-10,1,-22,-4,1.0,2,-5.4
CCc1nc2c(n1O)CCc1nonc1-2,9,-10,-2,-8,-10,-2,0.6,9,1.6
COc1ccc(-c2nc(N)n(S(=O)(=O)c3ccc(C)cc3)n2)cc1,12,3,-15,4,-13,12,0.6,3,0.34
Cc1ccc(CS(=O)(=O)c2ccc(C(=O)N3CCN(c4ccccn4)CC3)cc2[N+](=O)[O-])cc1,34,3,1,-4,-22,-5,1.5,5,-1.3
Cc1cc(NC(=O)CN2CCN(S(=O)(=O)c3ccc4ccccc4c3)CC2)no1,35,2,-6,-15,-7[20 µM],0,-0.6,-1,0.21
O=C1CCC(C(=O)N2CCC(CO)(Cc3ccc(Cl)cc3)CC2)=NN1,-25,-7,-5,13,-22,-2,-0.9,12,1.3
CC(Oc1ccc(Cl)cc1Cl)/C(N)=N/O (stereo not drawn),2,-6,10,-4,-8,-1,0.4,1,0.0078
CCCOc1ccc(C(=O)C(c2ccccc2)N2CCOCC2)cc1 (stereo not drawn),6,3,-2,-4,-25,-8,-0.9,-2,-0.49
CCn1c(O)c(N=NC(=O)Cn2ccc(C(F)(F)F)n2)c2ccccc21,23,-8,-11,1,7,24,-0.6,11,0.27
CC(C)N1CC2=C(C1=O)C(c1ccc(O)cc1)NC(=O)N2C (stereo not drawn),30,.,.,-4,-18,-1,2.3,5,0.92
COc1ccc(N(CC(=O)NCCc2ccc(Cl)cc2)S(=O)(=O)c2c(C)[nH]c(=O)[nH]c2=O)cc1,9,3,-8,-2,-14,-6,0.9,-6,0.16
CC(C)NCC(O)COc1ccc(CCOCC2CC2)cc1 (stereo not drawn),15&14&-1,-5,-6,.,-18,1,-0.7&0.1,7,0.39&0.32
COC(=O)c1sccc1NC(=O)CC1C(=O)NCCN1C(=O)c1c(F)cccc1Cl (stereo not drawn),1,17,-8,-7,-16,-2,0.0,2,0.094

# Not all compounds are listed. The share of hits here may be higher or lower than overall.
